Pol iota inh = inhibitors of human DNA polymerase iota. Q9UNA4. Pol iota fluorescent replication assay, 10 min. Potency, µM (highest dose often 115 µM), for the others: top-dose activity, negative = inhibition, most hits filed as inhibitors. 1% of 390,000 active
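Fluorescent replication assay read twice, at 0 min and 10 min after adding 50 nM (final) substrate. Enzyme (10 nM) and compounds were first incubated 15 min at room temperature; enzyme-free buffer wells were negative controls.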
BAZ2B block = blocks human BAZ2B | Q9UIF8 | AlphaScreen BAZ2B-H3K14Ac peptide displacement | 4.4% of 360,000 active | Potency, µM (series often up to 114 µM), without a hit: at the top dose activity change, negative = inhibition, usual class: inhibitors; note: % is set by controls: 0 for no effect and ±100 for the full control effect; nearly all actives have a fitted effect of over 60% in size
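Protein-peptide AlphaScreen: BAZ2B 50 nM, b-H3K14Ac 50 nM, 1x PBS pH 7.4 + 0.01% Tween-20. Preincubation 30 min RT; cpd 30 min RT (top 110 uM); beads 20 min RT, light-protected.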
BLM helicase inh = blocks DNA unwinding by human BLM helicase; Potency, µM (highest dose often 56.1 µM), for inactives: top-dose activity change, negative = inhibition, hits mostly inhibitors; AID 2528; recombinant BLM DNA unwinding, fluorescence dequenching; 0.2% of 350,000 active;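 note: plate controls were vehicle for no effect and no enzyme for full effect; nearly all actives have a fitted effect of over 35% in size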
G9a block = G9a (human) methyltransferase inhibition | Q96KQ7 | G9a H3K9 monomethylation, AlphaScreen, 2 h | Potency, µM (doses to about 102 µM), without a hit: at the highest dose activity, negative = inhibition, usual class: inhibitors | 8.8% of 350,000 active | AID 504332; note: % is set by controls: 0 for no effect and ±100 for the full control effect; nearly all actives have a fitted effect of over 75% in size
Target sequence (Q96KQ7 913-1193 limits assumed): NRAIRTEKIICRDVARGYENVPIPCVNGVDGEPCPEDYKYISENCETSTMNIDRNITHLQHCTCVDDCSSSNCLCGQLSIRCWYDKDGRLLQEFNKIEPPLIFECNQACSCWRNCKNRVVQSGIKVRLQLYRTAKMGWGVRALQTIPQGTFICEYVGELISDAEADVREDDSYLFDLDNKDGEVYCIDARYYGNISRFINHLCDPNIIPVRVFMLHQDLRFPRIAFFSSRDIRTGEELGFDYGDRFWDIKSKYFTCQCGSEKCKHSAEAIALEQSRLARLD
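Using a bead-based AlphaScreen, monomethylated H3K9 product from 2 h room-temperature reactions (G9a 20 nM, peptide 500 nM, SAM 20 uM) was detected with 0.5 ug/mL rabbit anti-H3K9me1 antibody.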
POLB inh = DNA polymerase beta (human) inhibition. P06746. Pol beta primer extension/strand displacement, fluorescence kinetic. Potency, µM (doses to about 114 µM), for the others: at the top dose activity change, negative = inhibition, actives largely listed as inhibitors. 1.3% of 340,000 active. AID 485314; note: % is set by controls: 0 for no effect and ±100 for the full control effect
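Curves were derived by four-parameter Hill fits of normalized qHTS data. The kinetic fluorescent primer-extension read was taken at 0 and 10 min after 50 nM substrate, following a 15 min room-temperature preincubation of 10 nM enzyme with compounds.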
APE1 inh = inhibitors of human APE1 endonuclease | P27695 | recombinant APE1, TAMRA/BHQ-2 abasic DNA cleavage fluorescence | Potency, µM (top dose mostly 65.8 µM), without a hit: at the highest dose activity change, negative = inhibition, usual class: inhibitors | 0.35% of 350,000 active;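 note: plate controls were vehicle for no effect and reference inhibitor for full effect; nearly all actives have a fitted effect of over 55% in size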
Target sequence (P27695 whole entry, looked up): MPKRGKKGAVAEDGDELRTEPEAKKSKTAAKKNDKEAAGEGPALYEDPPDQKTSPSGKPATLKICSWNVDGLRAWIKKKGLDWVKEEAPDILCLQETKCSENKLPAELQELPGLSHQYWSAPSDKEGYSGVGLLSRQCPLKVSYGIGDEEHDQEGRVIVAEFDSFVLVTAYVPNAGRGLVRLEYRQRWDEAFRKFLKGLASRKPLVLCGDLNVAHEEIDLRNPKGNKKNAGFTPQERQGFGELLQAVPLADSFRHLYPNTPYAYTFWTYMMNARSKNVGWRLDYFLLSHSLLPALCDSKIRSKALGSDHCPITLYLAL
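Endonuclease cleavage of a quenched abasic-site DNA duplex (50 nM) by APE1 (0.75 nM) was tracked by TAMRA dequenching. Compounds were preincubated with enzyme 15 min at room temperature; data normalized to buffer-only and DMSO wells plus NSC13755 control.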
POLH inh = DNA polymerase eta (human) inhibition | Q9Y253 | AID 588591 | recombinant Pol eta, fluorescent DNA replication assay | 1.2% of 390,000 active | Potency, µM (top dose mostly 114 µM), for the others: at the top dose activity change, negative = inhibition, most hits filed as inhibitors; note: % is set by controls: 0 for no effect and ±100 for the full control effect
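Pol eta at 10 nM preincubated with compounds 15 min at room temperature; reaction started with fluorescent substrate (50 nM final) and read kinetically at 0 and 10 min.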
POLK inh = blocks human DNA polymerase kappa activity. Q9UBT6. purified Pol kappa, fluorescent DNA synthesis assay, 10 min. Potency, µM (titrated, usually from 107 µM), for inactives: top-dose activity, negative = inhibition, usual class: inhibitors. 0.53% of 400,000 active. AID 588579; note: % is set by controls: 0 for no effect and ±100 for the full control effect
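10 nM Pol kappa was preincubated with compounds for 15 min at room temperature. Reaction started with 50 nM (final) substrate. Fluorescence read kinetically at 0 and 10 min.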
Apoferritin bind = binds horse apoferritin like a general anesthetic. P02791. apoferritin/1-aminoanthracene competitive binding, fluorescence. Potency, µM (top dose mostly 77.5 µM), without a hit: top-dose activity change, negative = displacement, hits mostly inhibitors. 0.074% of 350,000 active; note: % is set by controls: 0 for no effect and ±100 for the full control effect; nearly all actives have a fitted effect of over 20% in size
Target sequence (P02791 2-175 limits assumed): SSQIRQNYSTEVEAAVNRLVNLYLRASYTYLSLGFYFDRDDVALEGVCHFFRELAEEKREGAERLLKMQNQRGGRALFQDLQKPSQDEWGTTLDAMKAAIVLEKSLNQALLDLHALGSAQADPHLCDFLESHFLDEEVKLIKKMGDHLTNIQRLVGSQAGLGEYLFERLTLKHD
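Horse-spleen apoferritin (10 uM) was mixed with 50% saturated 1-aminoanthracene in PBS, exposed to compounds for 10 min at room temperature, and read for fluorescence (ex 380 nm, em 535 nm). Competitive displacement was fitted with a four-parameter Hill equation.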
Numbers without * were called inactive; ? = inconclusive; nt = not tested or not shown; [ ] = another dose, or the depositor's remark. Calls come from the whole dose curve; as a rule, active = well fitted curve in the direction sought with a large enough effect; inconclusive = small, poorly fitted or top-dose-only effect, or another doubt; inactive = no such curve, though single readings can be large; an effect the other way counts as inactive or inconclusive. Potency is the fitted concentration of half-maximal effect. This is a subset (hit frequency here may not be typical).

SMILES	Pol iota inh	BAZ2B block	BLM helicase inh	G9a block	POLB inh	APE1 inh	POLH inh	POLK inh	Apoferritin bind
COc1cccc(C(=O)Nc2ccccc2N2CCCC2)c1	?	-30%	1%	?	-26%	1%	3%	-4%	-3%
Cc1ccccc1NC(=O)CSc1nnc(-c2cccc(Cl)c2)o1	-10%	-22%	-1%	-2%[59 µM]	24%	nt	nt	?	-13%
COc1ccc2[nH]c(=S)cc(C)c2c1	45%	-16%	2%	nt	20%	17%	-9%	-6%	-4%
COc1ccc(/C=C\c2onc(C)c2S(=O)(=O)N2CCC(C(=O)Nc3ccc(Cl)cc3)CC2)cc1	19%	nt	0%	-8%[59 µM]	-1%	nt	-9%	-23%	-11%
COc1ccc(NC(=O)CC2C(=O)N(c3ccc(F)cc3)C(=S)N2NC(=O)c2ccccc2)cc1 (configuration not stated)	22%	6%	-2%	-5%	1%	-3%	-24%	-11%[60.1 µM]	-17%
CCOC(=O)c1c(C)[nH]c(C(=O)OCC(=O)Nc2sccc2C(N)=O)c1C	?	1%	nt	?	nt	-37%	?	-5%	nt
O=C1CC2(CCCC2)CC(=O)N1c1ccccc1	13%	-12%	-3%	14%[59 µM]	6%	14%	-7%	-10%	?
Cc1ccc(-c2cc(-c3ccc4c(c3)NC(=O)CO4)nc3c2COc2ccc(C)cc2-3)cc1	-4%	-38%	-4%	2%[59 µM]	17%	nt	-13%	-2%	6%
CCn1c(/C=C/c2ccccc2)nc2ccccc21	6%	33%	-2%	95%[activator]	9%	-7%	-16%	0%	-22%
Cc1ccc(-n2c(SCC(=O)N3CCCc4ccccc43)nc3c([nH]c4ccccc43)c2=O)cc1	6%	0%	-2%	-8%[59 µM]	13%	nt	-9%	0%[60.1 µM]	?
CCC(C)NC(=O)N1c2ccccc2Sc2ccccc21 (configuration not stated)	-8%	-28%	-5%	45µM*	2%	1%	-2%	-7%	0%
CCN(CC)c1ccc(/C=C(/C#N)C(=O)NCc2ccccc2)o1	1%	-32%	-6%	11µM*	7%	-6%	-23%	-25%	?
CCc1c(CN2CCN(c3ccc(F)cc3)CC2)csc1C	18%	-27%	-3%	?	25%	nt	-11%	-1%	-9%
CC1CN(S(=O)(=O)Cc2ccccc2)CC(C)O1 (configuration not stated)	9%	-3%	-3%	22%	11%	?	-7%	-2%	-4%
Cc1ccc(-c2nnc(Nc3cccc(O)c3)c3ccccc23)cc1S(=O)(=O)N1CCN(C)CC1	29%	?	-7%	?	-4%	nt	-26%	-3%	4%
COc1ccc(-c2c(C)oc3c(CN4CCOCC4)c(O)ccc3c2=O)cc1	11%	-10%	-3%	7%	-19%	0%	14%	9%	6%
C(=N\n1cnnc1)/c1cn(Cc2ccccc2)c2ccccc12	6%	-11%	-2%	4%[59 µM]	20%	0%	-11%	-19%	-20%
COc1cc(C(=O)NC2CCN(C)CC2)ccc1Nc1ncc2c(n1)N(C1CCC(O)CC1)CCC(=O)N2C (configuration not stated)	-22%	nt	nt	nt	nt	5%	-8%	-11%	nt
Cc1ccccc1-n1nc2c(c1NC(=O)c1ccc(Br)o1)CSC2	?	-37%	-7%	45µM*	?	-4%	?	?	-3%
CCCC(c1nnnn1CC1CCCO1)N1CCN(c2ccccc2)CC1 (configuration not stated)	29%	?	1%	56µM*	5%	3%	-5%	-3%	-4%
O=C(CCC(=O)N(CC(=O)NC1CCCC1)C1CCCC1)Nc1ccccn1	2%	-2%	-2%	15%[59 µM]	6%	15%	-7%	-4%	-6%
Cc1ccc(-c2cc(C(=O)NC3CCCC3)no2)cc1	-26%	0%	-8%	2%	28%	41%	-12%	1%	3%
COc1cc2c(cc1OC)CN(C(=O)c1cccc(S(=O)(=O)N3CCc4ccccc43)c1)CC2	4%	-33%	nt	-4%[12.7 µM]	nt	11%	-6%	-24%	nt
Cc1oc(-c2ccccc2F)nc1CS(=O)CC(=O)NCc1ccccn1 (configuration not stated)	-26%	-29%	-1%	-15%[0.501 µM]	43%	-5%	-7%	-3%	-2%
COc1ccccc1NC(=O)COC(=O)C1CCCC1	?	nt	nt	nt	nt	7%	-8%	-3%	nt
CCCCCCSC1=C(C#N)C(c2ccccc2)CC(=O)N1 (configuration not stated)	16%	-29%	-2%	-15%[12.7 µM]	-18%	1%	11%	-8%	-4%
CCc1ccc(CN(C)C(=O)CCc2nnc(CCc3cccc(OC)c3)o2)nc1	32%[activator]	-2%	-2%	-3%[0.501 µM]	47%	9%	-9%	-13%	-4%
CCc1ccc(-n2c(=O)c3ccccc3n(Cc3ccccc3C#N)c2=O)cc1	3%	0%	-3%	2%[59 µM]	-3%	nt	-16%	-19%	-3%
Cc1ccc(NC(=O)CSC2=C(C#N)C(c3ccco3)CC(=O)N2)cc1 (configuration not stated)	6%	?	0%	-15%	0%	-2%	?	-14%	-18%
Cc1cccc(N2C(=O)C3C4C=CC(C4)C3C2=O)c1 (configuration not stated)	7%	nt	0%	14%[59 µM]	8%	-4%	-7%	0%	?
CC(C)(Oc1ccc(Br)cc1)C(=O)Nc1cc(-c2nc3ccccc3[nH]2)ccc1Cl	-13%	-18%	-5%	-14%[59 µM]	7%	nt	-7%	9%	56%[activator]
CC(C)CNC(=O)N[C@@H](CC(C)C)C(=O)O	15%	0%	3%	-31%	-28%	2%	?	-15%	-6%
Cc1ccc(S(=O)(=O)N2CCC(NC(=O)C3CCCCC3)CC2)cc1	148%[activator]	-6%	-1%	9%[59 µM]	18%	9%[12.4 µM]	-25%	8%	2%
COc1ccc(N2CCN(C(=O)CSc3nnc(-c4cccnc4)n3-c3ccccc3)CC2)cc1	16%	-22%	-3%	?	16%	0%	4%	12%	-18%
Cc1cc(CN(C)C)c(O)c(C2(C)CCCCC2)c1	6%	4%	1%	-13%[59 µM]	-5%	4%	3%	4%	-8%
COCCn1c(SCC(=O)Nc2cccnc2Cl)nc2ccccc2c1=O	7%	-1%	nt	12%[12.7 µM]	nt	-2%	2%	-3%	nt
C=CCN=C1SC(C)(C)C(=O)N1S(=O)(=O)c1ccc(C)cc1	40%[activator]	nt	-3%	-1%	24%	-1%	-20%	3%	-12%
Cc1nnc(NC(=O)CC(CN(C)S(=O)(=O)c2ccccc2)c2ccccc2)s1 (configuration not stated)	42%[activator]	3%	0%	-14%	0%	1%	-23%	6%	-18%
COc1cc(C(=O)OCc2ccc([N+](=O)[O-])cc2)cc(OC)c1OC	?	-2%	0%	15%	16%	0%	-10%	-2%	-4%
O=C(NCc1cccs1)C1CCC(=O)N1C1CCCCC1 (configuration not stated)	14%	-2%	-1%	9%[0.501 µM]	-1%	0%	-1%	-7%	-7%
O=C(O)c1ccc(CNC(=O)C23CC4CC(CC(C4)C2)C3)cc1	39%[activator]	-23%	0%	-4%	-20%	25%	-4%	2%	-7%
COc1cccc(OC)c1C(=O)Nn1c(C2CCC2)nc2ccccc2c1=O	22%	-24%	-2%	-5%[59 µM]	7%	-5%	-14%	-5%	-13%
O=C(/C=C/c1cccc(Cl)c1)c1nc2ccccc2[nH]1	?	-38%[57.1 µM]	-21%	-35%	-19%	4%	-5%	-10%	-24%
CC1=C(C(=O)Nc2ccccc2)C(c2ccncc2)n2nc(SCc3ccccc3)nc2N1 (configuration not stated)	-3%	?	-5%	-4%[59 µM]	15%	nt	-4%	-8%	-1%
COc1ccc(CC2CCOC2=O)cc1 (configuration not stated)	7%	nt	-3%	-16%[59 µM]	23%	4%	-13%	-4%	-12%
COc1ccc(CCNC(=O)c2ccco2)cc1OC	73%[activator]	-5%	-1%	?	2%	2%	-14%	4%	-4%
CC1CN(Cc2ccccc2)c2nc3c(c(=O)n(CC(N)=O)c(=O)n3C)n2C1 (configuration not stated)	-28%	-27%	0%	-15%	3%	42%	-18%	-19%	-5%
O=C(NC1CCS(=O)(=O)C1)c1cccc(S(=O)(=O)N2CCCC2)c1 (configuration not stated)	35%[activator]	1%	0%	6%	18%	3%	-5%	-4%	-2%

Sorted by the number under POLH inh (ascending): six of the compounds above.
| molecule | POLH inh |
| --- | --- |
| Cc1nnc(NC(=O)CC(CN(C)S(=O)(=O)c2ccccc2)c2ccccc2)s1 (configuration not stated) | -23% |
| C=CCN=C1SC(C)(C)C(=O)N1S(=O)(=O)c1ccc(C)cc1 | -20% |
| COc1ccc(CC2CCOC2=O)cc1 (configuration not stated) | -13% |
| O=C(NC1CCS(=O)(=O)C1)c1cccc(S(=O)(=O)N2CCCC2)c1 (configuration not stated) | -5% |
| O=C(O)c1ccc(CNC(=O)C23CC4CC(CC(C4)C2)C3)cc1 | -4% |
| O=C(NCc1cccs1)C1CCC(=O)N1C1CCCCC1 (configuration not stated) | -1% |

Some values from the entries so far:
Under Apoferritin bind, CC1=C(C(=O)Nc2ccccc2)C(c2ccncc2)n2nc(SCc3ccccc3)nc2N1 (configuration not stated) reads -1%
Under POLB inh, O=C(/C=C/c1cccc(Cl)c1)c1nc2ccccc2[nH]1 reads -19%

The results go on.
SMILES	Pol iota inh	BAZ2B block	BLM helicase inh	G9a block	POLB inh	APE1 inh	POLH inh	POLK inh	Apoferritin bind
COc1cc(C2C(C#N)=C(C)NC3=C2C(=O)CC(C)(C)C3)ccc1OCCO (configuration not stated)	-3%	5%	0%	17%[59 µM]	-1%	7%	2%	1%	-2%
Cc1cc(C)c(NC(=O)Cn2c(=O)n(CC(=O)NCCc3ccccc3)c(=O)c3ccccc32)c(C)c1	-2%	?	-4%	5%[59 µM]	-3%	nt	-7%	-3%	-4%
COc1ncnc2c1NC(=O)CS2	12%	12%	-2%	5%	-29%	-1%	-19%	-2%	-6%
CC(=O)Nc1sc2c(c1CN1CCN(c3ccc(F)cc3)CC1)CCCC2	-14%	50µM*	-9%	45µM*	7%	0%	-18%	-11%	-11%
CCOC(=O)C1(Cc2cccc(OC)c2)CCCN(Cc2c(C)nn(C(C)C)c2C)C1 (configuration not stated)	21%	-3%	4%	5%	-15%	-2%	-4%	-6%	-14%

Bioassay records from PubChem BioAssay.
